# Assay outcomes deposited in PubChem BioAssay by National Center for Advancing Translational Sciences (NCATS).
# TrxR1 substrate = rat thioredoxin reductase 1 substrate activity. actives 0.01% (n = 390,000). O89049. Potency, µM (titrated, usually from 114 µM), without a hit: at the top dose activity change, negative = substrate turnover. purified TrxR1 substrate turnover, NADPH consumption readout. AID 588456; note: potency is the fitted concentration of half-maximal effect; % is set by controls: 0 for no effect and ±100 for the full control effect; nearly all actives have a fitted effect of over 50% in size
#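 Rat TrxR1, dispensed at 90 nM, was prereduced with 400 uM NADPH (final) for 5 min at ~22 deg C, then incubated with compound 15 min before 400 uM selenite. A first-read NADPH fluorescence drop versus no-compound background flagged substrates.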
# D2 agonist = agonists of human D2 dopamine receptor. P14416. HEK293 T-REx D2 cells, calcium flux agonist mode. activation, % at 2 µM. actives 0.53% (n = 340,000);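 active = activation over 3 SD above normal in the single-dose calcium agonist read, cut at about 30% in these data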; note: 0% is about no effect
# Target sequence (P14416 whole entry, looked up): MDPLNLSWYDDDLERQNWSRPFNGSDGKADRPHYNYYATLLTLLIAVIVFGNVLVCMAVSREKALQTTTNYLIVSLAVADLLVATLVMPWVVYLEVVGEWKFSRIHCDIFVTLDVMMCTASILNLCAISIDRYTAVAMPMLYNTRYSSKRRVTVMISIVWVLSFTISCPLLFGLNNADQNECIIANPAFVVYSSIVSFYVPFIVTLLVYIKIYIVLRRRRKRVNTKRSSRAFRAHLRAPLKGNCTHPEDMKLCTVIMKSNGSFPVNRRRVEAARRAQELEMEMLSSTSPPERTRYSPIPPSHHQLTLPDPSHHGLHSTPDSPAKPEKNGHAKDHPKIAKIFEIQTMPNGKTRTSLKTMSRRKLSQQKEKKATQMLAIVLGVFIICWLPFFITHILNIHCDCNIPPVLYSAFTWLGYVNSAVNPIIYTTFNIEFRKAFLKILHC
#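 Agonism scored from kinetic calcium signal (1 read/sec, 180 s) following compound pin transfer, after a 10 s baseline. Cells: HEK293 Trex line expressing inducible D2 receptor coupled to calcium, dye-loaded after overnight culture at 30 C.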
# TRHR ag = activates the human TRH receptor; P34981; TRHR cells, calcium flux fluo-8, FDSS agonist mode; activation, % at 2 µM; actives 0.18% (n = 360,000); AID 493084; in the data active = activation above about 30%; note: 0% is about no effect
#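 Fluo-8-loaded TRHR cells; 10 s baseline, compound added, kinetic Ca2+ fluorescence read 1/s, agonist mode.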
# PI4K2A inh = inhibitors of human PI4K2A | Q9BTU6 | purified PI4K2A, ADP-Glo luminescence, 1 h; active compounds read low | activity change, negative = inhibition, % at 76.9 µM | actives 0.13% (n = 420,000) | AID 1346378; in the data active = activity change below about -50%; inconclusive = mostly about -30% to -49%;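 note: -100% = wells without enzyme as full effect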
# Target sequence (Q9BTU6 whole entry, looked up): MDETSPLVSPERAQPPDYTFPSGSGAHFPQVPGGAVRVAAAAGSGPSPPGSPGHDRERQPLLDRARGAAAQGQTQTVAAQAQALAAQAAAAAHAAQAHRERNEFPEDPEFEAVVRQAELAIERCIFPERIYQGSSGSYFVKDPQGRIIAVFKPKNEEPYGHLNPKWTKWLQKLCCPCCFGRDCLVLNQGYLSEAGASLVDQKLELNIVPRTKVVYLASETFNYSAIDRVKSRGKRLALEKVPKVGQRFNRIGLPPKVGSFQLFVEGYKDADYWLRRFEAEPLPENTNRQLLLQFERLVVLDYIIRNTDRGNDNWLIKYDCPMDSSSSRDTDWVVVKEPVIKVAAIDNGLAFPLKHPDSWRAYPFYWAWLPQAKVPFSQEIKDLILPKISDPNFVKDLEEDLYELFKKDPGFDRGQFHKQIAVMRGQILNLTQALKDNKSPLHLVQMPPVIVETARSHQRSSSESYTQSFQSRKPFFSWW
#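 PI4K2A activity was measured by ADP-Glo luminescence: enzyme (4 ug/mL stock) and phosphatidylinositol (1.2 mM stock) in Tris pH 7.5/MgCl2/EGTA/Triton X-100 buffer were reacted with ATP (300 microM stock) for one hour at ambient temperature.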
# TRHR PAM = TRH receptor (human) allosteric enhancement | P34981 | TRHR cells, fluo-8 calcium fluorescence, EC20 TRH enhancement | enhancement, % at 2 µM | actives 0.66% (n = 360,000) | AID 493056; in the data active = enhancement above about 30%; note: 0% is about no effect
#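 Enhancer read-out: after compound pinning and an initial kinetic agonist-mode read, an EC20 of TRH (10 nM final) was injected and fluo-8 calcium signal (Ex 480/Em 530) followed at 1 s/cycle for 100 cycles in TRHR-expressing cells.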
# USP1 inh = blocks the human USP1/UAF1 deubiquitinase complex. O94782. recombinant USP1/UAF1, Ub-Rhodamine cleavage fluorescence. Potency, µM (top dose mostly 57.1 µM), inactives show at the top dose activity change, negative = inhibition, usual class: inhibitors. actives 0.23% (n = 390,000); note: potency is the fitted concentration of half-maximal effect; % is set by controls: 0 for no effect and ±100 for the full control effect; nearly all actives have a fitted effect of over 60% in size; inactives centre near -12
#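 High-throughput fluorogenic screen: 1nM USP1/UAF1 complex, Ub-Rho substrate 150nM final, 50mM HEPES pH 7.8 with 0.5mM EDTA, 0.1 mg/ml BSA, 1mM TCEP and 0.01% Tween-20.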
# TrxR1 inh = rat TrxR1 inhibition. O89049. recombinant rTrxR1, NADPH fluorescence consumption, selenite substrate. Potency, µM (highest dose often 114 µM), without a hit: at the top dose activity change, negative = inhibition, actives largely listed as inhibitors. actives 1% (n = 390,000). AID 588453; note: potency is the fitted concentration of half-maximal effect; % is set by controls: 0 for no effect and ±100 for the full control effect; nearly all actives have a fitted effect of over 65% in size
#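 Rat TrxR1 (90 nM in the dispensed reagent) was pre-reduced with 400 uM NADPH for 5 min at room temperature, then incubated with compound for 15 min. After 400 uM selenite was added, NADPH fluorescence (Ex 340/Em 450 nm) was followed for 8 min.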
# mIDH1 inhibitor = human IDH1 R132H inhibition; Potency, µM (titrated, usually from 76.6 µM), for inactives: at the highest dose activity change, negative = inhibition, usual class: inhibitors; actives 0.093% (n = 390,000); IDH1-R132H enzyme, NADPH consumption, diaphorase/resazurin fluorescence; O75874; note: potency is the fitted concentration of half-maximal effect; % is set by controls: 0 for no effect and ±100 for the full control effect; nearly all actives have a fitted effect of over 65% in size
#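 IDH1-R132H (0.5 ug/mL) preincubated 30 min with compound, then NADPH (0.016 mM) and alpha-KG (2 mM) added; 80 min at RT, pH 7.5. Remaining NADPH coupled via diaphorase/resazurin to fluorescence (540/590 nm); concentration-response curves normalized to no-enzyme control.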
# D2 antagonist = D2 dopamine receptor (human) antagonism; HEK293 TREx D2 cells, calcium flux, dopamine EC80; actives 2% (n = 340,000); AID 485344; inhibition, % at 10 µM; in the data active = inhibition above about 30%; note: 0% is about no effect
#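 Tetracycline-induced HEK293 T-REx cells expressing D2 force-coupled to calcium signalling were dye-loaded, exposed to compound for 180 s, then challenged with an EC80 of dopamine; calcium flux was followed kinetically for a further 180 s.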
# * hit, by the source's call; u = inconclusive; x = not tested or not shown; & = joins results of further samples; [ ] = dose if it differs, or a comment. Unless noted, calls come from the whole dose curve; as a rule, active = well fitted inhibition curve with a large enough effect; inconclusive = small, poorly fitted or top-dose-only effect; inactive = no such curve, though single readings can be large or run the other way.
# Values run as follows: TrxR1 substrate	D2 agonist	TRHR ag	PI4K2A inh	TRHR PAM	USP1 inh	TrxR1 inh	mIDH1 inhibitor	D2 antagonist
> CCOc1cc(-c2nnc(SCC(=O)NC3CCCCC3)nc2-c2ccc(OC)c(OCC)c2)ccc1OC
    -2%[57.1 µM]	0.0	0.0	-4	-3	-23%	4%[57.1 µM]	-5%	x
> O=C(O/C(=C/c1ccccc1)C(F)(F)F)c1ccccc1
    -8%	x	x	-4	x	-7%	4%	-1%	x
> COc1cccc(N(Cc2nnc3n2CCCCC3)C(=O)Nc2cccc(Cl)c2)c1
    -3%[57.1 µM]	1.0	0.0	-1	-4	-10%	4%[57.1 µM]	2%	x
> COc1ccc(OC)c(NC(=O)C2CCN(S(=O)(=O)c3c(C)noc3/C=C/c3ccc(C)cc3)CC2)c1
    -8%[57.1 µM]	0.0	0.5	-4	6	-16%	5%[57.1 µM]	9%	x
> O=C(Cc1c(F)cccc1Cl)Nc1ccccn1
    3%[57.1 µM]	0.2	0.5	-2	-4	-19%	8%[57.1 µM]	8%	9
> COc1cc(/C=N/Nc2nc(C)cc(C)n2)cc(OC)c1OC
    -9%	x	0.7	-3	1	-22%	-2%	-8%	x
> COc1ccc(OC)c(S(=O)(=O)N2CCC(C(=O)NCc3ccncc3)CC2)c1
    4%[57.1 µM]	-0.2	0.1	-2	11	-15%	13%[57.1 µM]	21%	-9
> Nc1ncc(-c2ccccc2)n1CC1CCCO1 (stereo not given)
    -5%	-1.3	-0.4	3	2	-7%	-11%	-3%	9
> COc1ccccc1NC(=O)C1=C(C)NC(=O)NC1c1cccc(OC)c1OC (stereo not given)
    1%	0.1	-0.6	-1	15	-9%	5%	13%	-22
> CCOc1ccc(NC(=O)CCCNC(=O)Cn2cnc3sc(C)c(C)c3c2=O)cc1
    3%	-0.4	-0.7	-1	28	-9%	23%	0%	3

# Molecules shown so far containing four or more nitrogen atoms:
# Values run as follows: TrxR1 substrate	D2 agonist	TRHR ag	PI4K2A inh	TRHR PAM	USP1 inh	TrxR1 inh	mIDH1 inhibitor	D2 antagonist
> CCOc1cc(-c2nnc(SCC(=O)NC3CCCCC3)nc2-c2ccc(OC)c(OCC)c2)ccc1OC
    -2%[57.1 µM]	0.0	0.0	-4	-3	-23%	4%[57.1 µM]	-5%	x
> COc1cccc(N(Cc2nnc3n2CCCCC3)C(=O)Nc2cccc(Cl)c2)c1
    -3%[57.1 µM]	1.0	0.0	-1	-4	-10%	4%[57.1 µM]	2%	x
> COc1cc(/C=N/Nc2nc(C)cc(C)n2)cc(OC)c1OC
    -9%	x	0.7	-3	1	-22%	-2%	-8%	x
> CCOc1ccc(NC(=O)CCCNC(=O)Cn2cnc3sc(C)c(C)c3c2=O)cc1
    3%	-0.4	-0.7	-1	28	-9%	23%	0%	3

# Next part.
# Values run as follows: TrxR1 substrate	D2 agonist	TRHR ag	PI4K2A inh	TRHR PAM	USP1 inh	TrxR1 inh	mIDH1 inhibitor	D2 antagonist
> CCC(=O)N1N=C(c2cccs2)CC1c1ccc(OC)cc1 (stereo not given)
    4%	0.4	0.1	-4	-6	-4%	16%	-1%	7
> Cc1ccc(CNc2ccc(N3CCOCC3)cc2)s1
    6%[57.1 µM]	-1.4	-0.2	-12	4	-7%	7%[57.1 µM]	3%	8
> CC(=O)c1cccc(-n2c(=O)c3c4c(sc3n(CC(=O)c3ccccc3)c2=O)CN(C(C)=O)CC4)c1
    1%	0.3	-0.2	-4	4	u	14%	-12%	x
> CCC(C)Sc1cc(-c2nc3ccccn3c2NC2CCCCC2)ccc1OC (stereo not given)
    85%[activator]	-0.7	-0.7	0&-4	-2	u	68%[activator]	7%	3
> Cc1ccc(NC(=O)c2cnc(SCC(=O)NCC3CCCO3)n(C)c2=O)cc1C (stereo not given)
    -12%	0.1	0.6	-4	1	1%	-28%	0%	-5
> COc1ccccc1C1C(C(=O)c2sc(C)nc2C)=C(O)C(=O)N1CCN1CCOCC1 (stereo not given)
    -9%	1.4	0.9	-6	6	-18%	-13%[57.1 µM]	0%	-4
> Cc1ccc(C)c(SCC(=O)Nc2cccc(S(=O)(=O)N3CCOCC3)c2)c1
    4%	-0.2	0.1	0	-6	-2%	17%	7%	-1
> CC(C)(NS(=O)(=O)OCC(Cl)(Cl)Cl)c1ccccc1
    -6%	-1.4	-0.1	-2	-9	u	1%	3%	22
> Cc1ccc(-c2cn3c(=S)[nH]nc3s2)cc1
    -9%	1.0	-0.2	2	9	-7%	-43%	2%	-4
> CCN1C(=O)C2(C(C(=O)c3cc4ccccc4o3)=C(O)C(=O)N2CCCN2CCOCC2)c2ccccc21 (stereo not given)
    -15%	0.8	0.3	2	0	-24%	-3%[57.1 µM]	-1%	6

# Values run as follows: TrxR1 substrate	D2 agonist	TRHR ag	PI4K2A inh	TRHR PAM	USP1 inh	TrxR1 inh	mIDH1 inhibitor	D2 antagonist
> Cc1ccc(NC(=O)c2ccc(S(=O)(=O)N(C)c3ccccc3)cc2)cc1S(=O)(=O)N1CCOCC1
    -3%	x	x	4	x	-9%	22%	-16%	x
> CN(NC(=O)Nc1ccc(Cl)cc1)c1ncc(C(F)(F)F)cc1Cl
    1%[57.1 µM]	x	x	5	x	-5%	4%[57.1 µM]	1%	x
> Cc1c(OCc2ccccc2)c(=O)ccn1Cc1ccc(F)cc1
    8%[57.1 µM]	-0.3	-0.7	5	20	-18%	14%[57.1 µM]	5%	7
> CC1CCN(C(=O)c2scc3c2OCCO3)CC1
    -7%	-0.3	-0.2	4	-5	-1%	-8%	10%	2
> Cc1ccc(NC(=O)CCC(=O)N2CCOCC2)nc1
    1%	0.5	0.8	2	-2	-15%	-1%	0%	5
> Cn1c(=O)c2c(nc(NCCCO)n2Cc2cccc(Br)c2)n(C)c1=O
    -3%	-0.5	-0.6	-1	4	-9%	10%	2%	-7
> CCCn1cnc2c(SCc3ccc(Cl)cc3)nc(N)nc21
    -8%	x	x	0	x	-19%	-14%	6%	x
> CCC1CN(C(=O)Nc2cccc3c2CCCC3)c2ccccc2O1 (stereo not given)
    -6%[11.4 µM]	0.2	-0.2	-2	-6	-2%	4%	16%	x
> Cc1ccc(-n2ncc3c2ncn2c(C)nnc32)cc1C
    2%	-0.6	-1.7	-5	-4	-4%	21%	-4%	8
> COc1ccc(CCNC(=O)C(=O)NCC2OCCN2S(=O)(=O)c2ccc(Cl)cc2)cc1 (stereo not given)
    7%[57.1 µM]	0.0	0.0	-3	2	-17%	4%[57.1 µM]	-6%	-7

# Values run as follows: TrxR1 substrate	D2 agonist	TRHR ag	PI4K2A inh	TRHR PAM	USP1 inh	TrxR1 inh	mIDH1 inhibitor	D2 antagonist
> Cc1cccc2nc(CSc3nc4cc([N+](=O)[O-])ccc4s3)cn12
    -18%[57.1 µM]	-0.8	-2.1	-1	-2	-13%	-52%	2%	-17
> COc1ccc(NC(=O)c2ccc3oc(=O)c(S(=O)(=O)c4ccc(F)cc4)cc3c2)c(OC)c1
    4%	-0.5	-0.5	-3	-2	-15%	26%	0%	x
> CC(C)N(C(=O)[C@H]1C[C@H](CC(=O)NCCCN(C)C)C(=O)N2CCc3c([nH]c4cc(-c5ccco5)ccc34)[C@]12C)C(C)C
    24%	x	x	0	x	-18%	19%	-3%[38.3 µM]	x
> Cc1ccc(NC(=O)CSc2nnc(C)n2CC2CCCO2)cc1 (stereo not given)
    0%	4.4	0.1	4	2	-1%	22%	-9%	-2
> CCOC(=O)C1=C(c2ccccc2)N=c2s/c(=C\c3ccc(O)cc3)c(=O)n2C1c1cccs1 (stereo not given)
    -1%[57.1 µM]	3.6	23	-8	2	28µM*	10%[57.1 µM]	-2%	5
> COc1cc2c(cc1OC)C(=S)NC(C)(C)C2
    7%	0.4	0.0	-2	-2	-8%	-11%	-2%	-18
> O=C1c2cccc3cccc(c23)C(=O)N1CCN1CCN(C(=S)Nc2ccc(F)cc2)CC1
    x	-0.5	-0.1	x	0	x	x	x	-1
> O=C(Nc1ccc(S(=O)(=O)N2CCCC2)cc1)c1cncc(Br)c1
    -5%	-0.8	1.0	4	8	-9%	20%	-3%	-9
> O=C(N/C(=C\c1ccccc1)C(=O)N1CCN(CCO)CC1)c1ccccc1
    -5%	0.0	0.2	-1	7	-7%	1%	-2%	5
> O=C(/C=C/c1ccccc1)NC(=S)NNC(=O)c1cccnc1
    -12%	0.5	0.0	-7	0	-5%	u	1%	15

# Values run as follows: TrxR1 substrate	D2 agonist	TRHR ag	PI4K2A inh	TRHR PAM	USP1 inh	TrxR1 inh	mIDH1 inhibitor	D2 antagonist
> O=c1cc(CSc2nnc(-c3cccs3)n2Cc2ccccc2)nc2sc3ccccc3n12
    4%[57.1 µM]	0.4	-0.3	-15	8	u	-2%[57.1 µM]	3%	-19
> CN1CCN(c2ccc(S(=O)(=O)N3CCCCC3)cc2NC(=O)Cc2ccccc2F)CC1
    5%	0.0	0.2	0	0	-18%	14%	3%	-7
> NS(=O)(=O)c1ccc(NC(=O)c2ccc3c(c2)CCN3S(=O)(=O)c2ccccc2)cc1
    0%&-6%	0.7&0.3	0.2&1.3	-5&3	0&-3	-12%&-13%	34%&2%	-19%&13%	-4
> O=c1cc(-c2ccccc2)[nH]c2nc3ccccc3n12
    81%[activator]	0.6	0.0	-17	-4	-15%	69%[activator]	3%	28
> CCOCCCn1c(C)nc2c(c1=O)c1nc3ccccc3nc1n2CCC1=CCCCC1
    54%[activator]	-0.3	-0.1	3	-3	-17%	26%	-22%	7
> Cc1ccc(S(=O)(=O)N2CCCC(C(=O)NC3CCCC3)C2)cc1 (stereo not given)
    -5%	1.1	0.0	4	4	-27%	0%	0%	5
> Oc1ccc(-c2nccc(-c3ccccn3)n2)cc1
    2%	0.7	-2.2	-4	27	-5%	7%	1%	-19

# This is a random part of the collection; 3.9% or so of the library scored in one or more.
